# Cardio protect: protects H9c2 cardiomyocytes from peroxide injury. protection from H2O2 cell death, % at 20 µM. hit rate 0.63% among 360,000. H2O2 injury protection, ATPLite, 2 h;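 active means compounds giving at least 50% protection of heart cells from peroxide-induced death in the single-dose screen, raw or plate-pattern-corrected value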;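 further: 0% = DMSO wells with peroxide and 100% = DMSO wells without peroxide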
# MC4R ag barr: activates human MC4R beta-arrestin recruitment; P32245; hit rate 0.98% among 360,000; U2OS MC4R beta-arrestin complementation, luminescence; percent of melanotan II response, DMSO zero; AID 540308; activation, % at 8.9 µM;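 active means activation above a per-plate cutoff, the mean activation of sample wells on that plate plus 3 SD, cut at about 8% in these data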
# ABHD5 PLIN5 PPI: blocks binding of human ABHD5 to perilipin-5; Split G. princeps luciferase complementation, luminescence, 4 h; hit rate 0.78% among 360,000; inhibition, % at 4 µM; Q00G26+Q8WTS1;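 active means inhibition above the mean inhibition across every tested compound plus 3 SD, cut at about 22% in these data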;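 further: 0% = DMSO only wells and the 100% control is not disclosed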
# Granule exo inh: blocks lytic granule exocytosis | TALL-104 LAMP-1 surface exposure, flow cytometry; cells stimulated with thapsigargin and PMA | inhibition, % at 10 µM | AID 651702 | hit rate 0.66% among 360,000;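 active means inhibition above about 55%, limit read from the data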
# Glyco luc inh: blocks N-linked glycosylation in D54 reporter cells. D54 ERlucT glycosylation luciferase reporter, 24 h; percent of 100 nM tunicamycin response. hit rate 0.23% among 360,000. reporter increase, % at 12.5 µM;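 active means mean luciferase reporter signal, scaled so untreated is 0 and the glycosylation-blocking control 100, at or above a set limit in every replicate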;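 further: luciferase carries N-glycosylation sites so blocking glycosylation raises the light; 0% = median of neutral control wells and 100% = median of 100 nM tunicamycin wells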
# hiPSC survival: increases survival of single human iPS cells; hiPSC single-cell survival, ATPlite luminescence; 100% = ROCK inhibitor wells, 0% = DMSO; survival enhancement, % at 20 µM; hit rate 0.044% among 360,000; in the data active means survival enhancement above about 18%;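 further: cells exposed to compounds for 16 hours before the ATP read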
# m5-HT2A agonist: activates the mouse 5-HT2A serotonin receptor | P35363 | hit rate 0.66% among 360,000 | activation, % at 7.6 µM | CHO-K1 mHTR2A beta-arrestin complementation, luminescence; percent of 30 µM serotonin response | AID 624169;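 active means activation above a run cutoff, the mean activation of all tested compounds plus 3 SD, cut at about 14% in these data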;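 further: 0% = plate median of compound wells and 100% = 30 µM serotonin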
# aDG glyco up: increases alpha dystroglycan glycosylation; Pro5-aDG cells, alpha-DG glycosylation AlphaScreen (IIH6); 0% Pro5, 100% B10-LARGE cell signal; activation, % at 10 µM; hit rate 0.22% among 360,000; AID 624168;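 active means activation of at least 8% versus controls, or a plate z-score of at least 8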;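 further: Pro5 are CHO cells carrying HIG-tagged alpha-DG that lacks glycosylation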
# MC4R antag cAMP: antagonists of human melanocortin 4 receptor (MC4R); P32245; MC4R-expressing cells, MTII-stimulated cAMP, LANCE TR-FRET; inhibition, % at 6.5 µM; hit rate 0.48% among 360,000;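 active means inhibition above its plate's cutoff, the mean of tested wells on that plate plus 3 SD, cut at about 29% in these data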;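 further: 0% = Melanotan II alone and 100% = Melanotan II plus saturating MCL0020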
#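 system = U2OS cells with stable human MC4R expression | also added = Melanotan II challenge after compound preincubation | dosing = one concentration, 6.5 µM nominal | incubation = compound 30 min, challenge 1 h, detection 1 h | measured by = TR-FRET with Eu-cAMP and labeled anti-cAMP, 671 nm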
# ABCB6 inh 2: blocks the human ABCB6 transporter | Q9NP58 | K562-ABCB6 porphyrin accumulation, flow cytometry, 1 h; stronger effect = lower value | fluorescence ratio to DMSO, % at 10 µM | hit rate 0.19% among 360,000 | AID 602162;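 active means fluorescence ratio to DMSO below 75%, the collection mean minus 3 SD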;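 further: signal is porphyrin accumulated inside mitochondria; 100% equals median channel fluorescence of DMSO control wells; lower ratio means ABCB6 inhibition with less porphyrin fluorescence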
# Target sequence (Q9NP58 whole entry, looked up): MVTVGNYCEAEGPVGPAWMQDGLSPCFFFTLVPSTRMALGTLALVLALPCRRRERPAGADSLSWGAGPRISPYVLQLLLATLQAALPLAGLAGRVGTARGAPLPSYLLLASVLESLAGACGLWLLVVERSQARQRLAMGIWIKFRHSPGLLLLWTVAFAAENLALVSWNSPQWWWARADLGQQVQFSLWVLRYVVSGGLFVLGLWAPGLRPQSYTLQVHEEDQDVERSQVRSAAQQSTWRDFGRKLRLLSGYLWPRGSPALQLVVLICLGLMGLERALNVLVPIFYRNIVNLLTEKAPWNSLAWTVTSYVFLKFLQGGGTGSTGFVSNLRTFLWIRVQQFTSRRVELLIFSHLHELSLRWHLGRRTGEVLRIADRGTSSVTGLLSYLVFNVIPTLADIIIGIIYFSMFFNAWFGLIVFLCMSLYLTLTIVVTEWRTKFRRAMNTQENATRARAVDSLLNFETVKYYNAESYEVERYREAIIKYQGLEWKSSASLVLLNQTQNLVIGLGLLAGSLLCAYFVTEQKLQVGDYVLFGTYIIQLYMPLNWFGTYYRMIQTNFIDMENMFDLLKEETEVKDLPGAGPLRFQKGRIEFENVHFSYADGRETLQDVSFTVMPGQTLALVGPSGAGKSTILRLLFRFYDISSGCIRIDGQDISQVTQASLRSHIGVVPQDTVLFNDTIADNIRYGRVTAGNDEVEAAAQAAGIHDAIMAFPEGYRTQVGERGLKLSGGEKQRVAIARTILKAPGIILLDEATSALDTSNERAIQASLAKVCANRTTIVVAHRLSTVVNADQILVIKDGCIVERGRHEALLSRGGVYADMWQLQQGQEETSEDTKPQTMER
# * hit, by the source's call.
Compound	Glyco luc inh	Granule exo inh	MC4R antag cAMP	MC4R ag barr	m5-HT2A agonist	ABHD5 PLIN5 PPI	aDG glyco up	Cardio protect	ABCB6 inh 2	hiPSC survival
COc1cc2c(cc1OC)C1(Nc3c-2c(C)nn3-c2ccccc2)C(=O)Nc2ccccc21 (stereo not drawn)	-3.8	8.3	3.5	-0.6	1.8	-2.5	0.0	13.8	126.0	8.6
CC1CCC(NC(=O)Cn2c(=O)oc3ccccc32)CC1 (stereo not drawn)	0.3	16.4	12.3	-0.2	-3.6	-2.2	-0.5	-2.3	93.0	-0.1
CSc1ncnc2ncn(C)c12	0.0	3.2	-3.0	0.0	-1.1	9.4	-0.2	4.4	96.0	-1.1
CCOC(=O)N1CCN(C(=O)CSc2ccc3nnc(CCNC(=O)c4ccccc4)n3n2)CC1	2.7	-4.8	6.0	-0.9	-1.1	-3.9	-0.1	6.6	95.0	-0.5
COc1ccc(CCNC(=O)COC(=O)COc2ccc(C#N)cc2)cc1	2.4	-1.6	23.9	3.2	-0.7	1.1	-0.1	-0.7	98.0	2.1
COc1ccc(CC(=O)Nc2nc(C)cs2)cc1S(=O)(=O)N1CCOCC1	1.8	-1.8	3.0	-1.4	-1.3	-5.4	-0.1	10.8	105.0	0.1
COc1ccc(-n2c(-c3ccc(OC)c(OC)c3)n[nH]c2=S)cc1	2.0	15.6	10.1	-0.5	7.4	-12.1	-0.2	-5.2	92.0	0.4
CC1(C)SC(=S)N(/N=C/c2ccc(O)cc2)C1N(O)C(=O)Nc1ccc([N+](=O)[O-])cc1 (stereo not drawn)	-1.6	-3.9	8.2	-1.0	-1.7	0.7	-0.3	-11.3	103.0	2.0
CC(C)(C)c1nnc(NC(=O)CCS(=O)(=O)c2ccccc2)s1	-7.8	-12.7	16.4	0.7	-3.8	-11.9	0.7	0.6	100.0	-0.5
Cc1c(Cl)cccc1NC(=S)NCCc1ccc(C(F)(F)F)cc1	-1.3	1.4	7.4	-2.0	-5.8	-2.7	0.6	-20.9	102.0	-0.8
O=C(CN1C(=O)c2ccccc2S1(=O)=O)N1CCN(c2ccccc2F)CC1	-3.0	9.5	11.8	-0.1	3.2	1.9	-0.2	2.4	96.0	-0.7
Cc1nn(CC(=O)Nc2cccnc2)c(C)c1[N+](=O)[O-]	-0.8	-5.3	10.5	-3.1	0.0	1.2	-0.1	-2.2	99.0	-0.6
CCCCN(CC)Cc1ccc(CNC(=O)Nc2ccc(OC)cc2OC)o1	-0.6	-0.6	-7.2	-1.2	-6.5	-2.8	-0.2	-1.8	100.0	2.5
CCOC12NC(=O)CC(=O)N1C(c1ccccc1)=CS2 (stereo not drawn)	0.4	-2.0	0.6	-1.1	0.5	-3.6	0.0	-1.7	93.0	3.0
NS(=O)(=O)c1ccc(-c2ccc(/C=C3\SC(=O)NC3=O)o2)cc1	-2.5	-14.3	-10.2	0.1	-3.1	0.2	0.0	-7.3	100.0	-2.6
Cn1c(CCc2ccccc2)nnc1SCC(=O)N1CCCC1	0.9	0.2	1.5	-1.5	-3.3	-1.9	0.0	14.5	99.0	-0.1
CN(C(=O)COC(=O)C1CCN(S(=O)(=O)c2ccc3c(c2)OCCO3)CC1)c1ccccc1	2.2	7.0	9.7	-4.5	6.9	3.5	0.0	7.0	100.0	0.4
S=C(NCc1ccc(Cl)cc1)Nc1ccccc1Cl	-2.2	-2.8	13.0	-0.3	-6.2	-1.4	0.0	3.8	102.0	-0.7
COc1ccc(C(O)P(=O)(OCC(C)C)c2ccc(N(C)C)cc2)c(OC)c1 (stereo not drawn)	0.6	9.4	5.3	-0.9	-4.5	-0.8	0.2	7.7	100.0	0.0
COc1ccc(NC(=O)c2ccccc2Cl)c(NC(=O)c2ccco2)c1	-3.6	13.7	4.8	-1.3	-2.5	-9.8	-0.1	0.5	95.0	-0.2
COc1ccc([C@H]2CC(=O)c3c(O)cc(O)cc3O2)cc1O	-1.4	-2.1	-4.0	-1.4	6.4	-2.8	1.3	-2.9	95.0	-0.5
O=C(CSc1nc(=O)n(CCCN2CCOCC2)c2c1CCCC2)Nc1cccc(F)c1	-1.7	3.3	-0.5	-1.9	-4.9	6.8	0.1	-7.2	98.0	0.2
COc1ccc(NC(=O)CNC(=O)c2nn(-c3ccc(OC)c(OC)c3)c(=O)c3ccccc23)c(OC)c1	-2.7	-6.9	1.2	0.8	4.5	0.9	-0.1	43.0	95.0	-0.6
Cc1cc(=O)n2nc(N3CCCC(C(=O)N4CCOCC4)C3)sc2n1 (stereo not drawn)	1.1	-0.8	-2.7	4.0	4.4	-1.0	-0.1	-5.4	100.0	-0.1
O=C(O)C1CCc2sc3[nH]c(=S)n(-c4ccccc4)c(=O)c3c21 (stereo not drawn)	0.9	1.4	21.0	-0.8	2.4	-5.3	-0.1	-0.8	97.0	1.4
CC1(C(=O)NS(=O)(=O)c2ccc(C#N)cc2)CCN1C(=O)C1CCCCC1 (stereo not drawn)	0.1	7.8	2.4	-1.8	13.1	-0.1	-0.2	1.5	96.0	-0.2
O=C(Nc1nnc(SCC(=O)N2CCOCC2)s1)C1CC(=O)N(c2ccc(F)cc2)C1 (stereo not drawn)	2.5	-1.3	7.1	-2.4	1.2	-4.4	0.5	3.0	96.0	0.0
Cn1cnc(S(=O)(=O)NC2CCN(Cc3ccccc3)CC2)c1	3.2	0.2	9.1	-3.4	0.7	2.7	0.1	5.4	99.0	-0.4
O=C(COc1ccc(F)cc1)N(c1ccccn1)C1CCCCC1	1.2	-1.1	12.4	-0.6	-5.5	-5.0	-0.1	-1.6	96.0	-0.2
CCCCC(=O)Nc1nnc(S(=O)(=O)N(C)Cc2ccco2)s1	1.3	-5.3	-1.9	-1.6	-0.9	12.0	-0.4	4.2	95.0	1.1
Fc1cccc(Cl)c1CNCCCSc1ncccn1	-1.1	0.6	1.1	-1.7	0.8	3.3	0.0	0.6	89.0	-0.1
O=C(CNC(=O)c1ccco1)NCC(=O)OCc1cccc(C(=O)Oc2ccccc2)c1	1.6	-1.3	3.0	1.5	-3.1	-4.9	-0.1	8.3	94.0	-0.7
CC1(C)Cc2nc3sc4c(OCc5ccccc5)ncnc4c3cc2CO1	1.1	-0.8	3.9	-1.3	-1.1	-6.0	0.2	-1.3	95.0	3.0
O=C(N/N=C/c1cn(-c2cccs2)nc1-c1ccccc1)c1ccccc1O	7.3	31.9	20.8	-4.0	-3.1	2.5	1.5	-16.3	95.0	-1.3
CCc1ccc(CN(Cc2cccnc2)C(=O)/C=C/c2ccc(OC)cc2)cc1	-4.6	61.1*	1.1	0.9	5.4	3.2	0.3	-12.3	133.0	0.7
Cc1[nH]c2ccccc2c1C(=O)COC(=O)c1nccnc1N	2.3	-2.3	-6.7	0.4	0.8	2.0	-0.4	16.7	97.0	-1.7
O=C(CN(Cc1ccc(F)cc1)C(=O)Cn1nnc2ccccc21)NCC1CCCO1 (stereo not drawn)	1.8	-1.5	12.4	-0.3	0.7	1.0	0.3	3.8	101.0	3.7
CN(C)N1C(N)=C(C#N)C(c2ccccc2Cl)C2=C1CCCC2=O (stereo not drawn)	1.0	-6.3	6.4	-0.6	4.7	0.0	0.2	-3.0	101.0	-0.5
CCOC(=O)c1oc2ccc(S(=O)(=O)n3nc(-c4ccccc4)cc3N)cc2c1C	-1.6	-2.2	9.2	1.0	3.2	0.0	0.9	-36.3	105.0	-1.0
Cc1cc(C(=O)Nc2sccc2C(N)=O)c(C)o1	-1.4	-3.7	-3.9	-0.4	1.0	7.8	0.1	0.8	97.0	0.7

# 2 of these compounds, reformatted:
# Order of values: Glyco luc inh, Granule exo inh, MC4R antag cAMP, MC4R ag barr, m5-HT2A agonist, ABHD5 PLIN5 PPI, aDG glyco up, Cardio protect, ABCB6 inh 2, hiPSC survival
O=C(O)C1CCc2sc3[nH]c(=S)n(-c4ccccc4)c(=O)c3c21 (stereo not drawn)
→ 0.9, 1.4, 21.0, -0.8, 2.4, -5.3, -0.1, -0.8, 97.0, 1.4
Cc1[nH]c2ccccc2c1C(=O)COC(=O)c1nccnc1N
→ 2.3, -2.3, -6.7, 0.4, 0.8, 2.0, -0.4, 16.7, 97.0, -1.7

# (next part)
Compound	Glyco luc inh	Granule exo inh	MC4R antag cAMP	MC4R ag barr	m5-HT2A agonist	ABHD5 PLIN5 PPI	aDG glyco up	Cardio protect	ABCB6 inh 2	hiPSC survival
COc1ccc(-n2nnnc2SCC(=O)Nc2c(C)n[nH]c2C)cc1	-0.1	4.8	1.5	-1.2	-1.3	-1.0	0.0	0.7	93.0	-1.3
Cc1cc(Br)c(S(=O)(=O)NCc2cccnc2)cc1C	-1.4	3.9	0.2	-1.3	2.0	-10.1	-0.2	1.3	92.0	-0.2
Cc1cccc(C(C)C)c1NC(=O)COC(=O)CCC(=O)N(CC(C)C)c1c(N)n(CC(C)C)c(=O)[nH]c1=O	-1.8	-6.4	-0.4	-1.6	0.7	-3.4	0.0	0.2	97.0	3.8
COc1ccc(NC2=CC(=O)CC(c3ccccc3)C2)c(OC)c1 (stereo not drawn)	11.6	2.1	-18.2	-1.8	2.0	16.9	-0.1	-0.4	101.0	-0.9
CSc1ncccc1C(=O)OCC(=O)NCc1ccc2c(c1)OCO2	-0.9	0.3	6.4	-0.4	2.1	3.4	-0.3	1.0	94.0	0.9
Cc1cc(C)n2nc(/C(C#N)=C/c3ccccn3)c(C#N)c2n1	8.2	-1.5	-4.6	-3.2	5.6	14.5	-0.4	41.7	108.0	0.5
COc1ccc(N(CC(=O)NC2CCCC2)C(=O)c2ccc(N3CCCCC3)nc2)cc1	-2.0	-1.7	5.6	-1.9	2.1	8.9	-0.3	-19.2	94.0	-0.9
CC1(CO)COC2(OC1)C(=O)Nc1ccccc12 (stereo not drawn)	1.9	-2.0	9.2	-2.9	3.2	2.5	-0.2	1.9	103.0	0.1
COc1ccc(-c2[nH]ncc2-c2csc(C)n2)c(O)c1	0.2	-11.5	-3.2	-0.1	-3.1	-4.3	0.5	1.0	94.0	-0.4
Cc1occc1C(=O)O/N=C(\N)c1ccc(Cl)cc1	1.7	1.4	12.1	2.3	1.4	2.2	0.0	-8.8	100.0	-0.3
CCCCP(=O)(CCCC)Cc1ccccc1	-0.6	-2.6	10.3	-1.8	-1.2	1.5	-0.1	-1.1	96.0	-0.4
CSc1nsc(SCC(=O)Nc2cccc(NC(C)=O)c2)n1	0.3	-2.4	2.7	-1.6	2.5	-2.7	0.0	0.6	97.0	1.1

# Gathered by group: the compounds so far with a thiophene ring, fused or not
Compound	Glyco luc inh	Granule exo inh	MC4R antag cAMP	MC4R ag barr	m5-HT2A agonist	ABHD5 PLIN5 PPI	aDG glyco up	Cardio protect	ABCB6 inh 2	hiPSC survival
O=C(O)C1CCc2sc3[nH]c(=S)n(-c4ccccc4)c(=O)c3c21 (stereo not drawn)	0.9	1.4	21.0	-0.8	2.4	-5.3	-0.1	-0.8	97.0	1.4
CC1(C)Cc2nc3sc4c(OCc5ccccc5)ncnc4c3cc2CO1	1.1	-0.8	3.9	-1.3	-1.1	-6.0	0.2	-1.3	95.0	3.0
O=C(N/N=C/c1cn(-c2cccs2)nc1-c1ccccc1)c1ccccc1O	7.3	31.9	20.8	-4.0	-3.1	2.5	1.5	-16.3	95.0	-1.3
Cc1cc(C(=O)Nc2sccc2C(N)=O)c(C)o1	-1.4	-3.7	-3.9	-0.4	1.0	7.8	0.1	0.8	97.0	0.7
